Bioassay records deposited in PubChem by The Scripps Research Institute Molecular Screening Center.
TEAD-YAP inh = TEAD-YAP interaction inhibition, primary screen, TEAD-YAP interaction inhibitor project, luminescence, HEK-TIYL cells. AID 1259422, 2018. inhibition, % at 9.12 µM. TEAD-Gal4/YAP UAS-luciferase luminescence. 1.4% of 640,000 active; in the data active means inhibition above about 32%;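 further: 0% = median of test compound wells and 100% = reference inhibitor wells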
FBW7 activator = FBW7 E3 ligase activators, primary screen, biochemical, AlphaScreen, human. F-box/WD repeat-containing protein 7 (Homo sapiens), Q969H0. AlphaScreen FBW7–phospho-cyclin E peptide binding, activator screen. normalized activity (activation), % at 26.1 µM. 0.13% of 650,000 active; in the data active means normalized activity above about 1.9%;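 further: purified mutant Fbw7 with reduced substrate affinity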
MITF inh = MITF inhibitors, primary screen, biochemical, AlphaScreen, human; Microphthalmia-associated transcription factor (Homo sapiens), O75030; AlphaScreen MITF homodimerization, bead proximity signal; inhibition, % at 2.6 µM; 0.91% of 650,000 active; AID 1259374, 2018; in the data active means inhibition above about 50%;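 further: 0% = vehicle wells with protein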
Target sequence (O75030 whole entry, looked up): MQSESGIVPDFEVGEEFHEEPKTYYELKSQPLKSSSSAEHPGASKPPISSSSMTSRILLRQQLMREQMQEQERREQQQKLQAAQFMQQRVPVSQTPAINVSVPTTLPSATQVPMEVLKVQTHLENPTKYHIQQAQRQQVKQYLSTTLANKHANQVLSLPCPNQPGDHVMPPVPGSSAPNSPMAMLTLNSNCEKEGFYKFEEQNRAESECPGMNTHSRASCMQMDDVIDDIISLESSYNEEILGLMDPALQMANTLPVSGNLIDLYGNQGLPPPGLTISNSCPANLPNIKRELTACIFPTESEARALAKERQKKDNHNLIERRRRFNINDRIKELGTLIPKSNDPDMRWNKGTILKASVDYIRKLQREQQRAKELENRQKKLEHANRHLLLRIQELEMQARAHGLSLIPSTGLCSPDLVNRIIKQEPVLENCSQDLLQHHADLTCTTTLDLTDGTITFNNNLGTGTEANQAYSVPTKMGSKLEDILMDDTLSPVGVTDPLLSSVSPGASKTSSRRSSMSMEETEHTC
GPR151 ag = activators of human GPR151, primary screen, cell-based, PathHunter beta-arrestin, luminescence; AID 1508602, 2020; activation, % at 11.2 µM; PathHunter beta-arrestin GPR151 cells; 1% of 650,000 active; G-protein coupled receptor 151 (Homo sapiens), Q8TDV0; in the data active means activation above about 4.9%;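 further: 0% = median of compound wells and 100% = cells with positive control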
Target sequence (Q8TDV0 whole entry, looked up): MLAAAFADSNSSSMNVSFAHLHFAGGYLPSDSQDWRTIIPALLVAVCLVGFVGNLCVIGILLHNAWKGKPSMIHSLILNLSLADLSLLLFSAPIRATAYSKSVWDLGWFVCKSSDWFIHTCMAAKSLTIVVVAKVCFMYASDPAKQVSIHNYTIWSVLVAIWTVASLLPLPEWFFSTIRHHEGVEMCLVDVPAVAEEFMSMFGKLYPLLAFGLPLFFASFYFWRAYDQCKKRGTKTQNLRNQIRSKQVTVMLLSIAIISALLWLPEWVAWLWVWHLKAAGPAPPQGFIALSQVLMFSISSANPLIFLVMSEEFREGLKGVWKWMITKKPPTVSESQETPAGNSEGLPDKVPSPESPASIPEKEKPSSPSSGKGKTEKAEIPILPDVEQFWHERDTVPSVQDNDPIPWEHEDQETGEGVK
An asterisk follows results filed as active; . = not tested or not shown.

SMILES | TEAD-YAP inh | FBW7 activator | MITF inh | GPR151 ag
COc1ccc(C(=O)Nc2ccc(NC(=O)c3ccccc3)cc2)cc1S(=O)(=O)N1CCOCC1 | 9.8 | -0.2 | 3.3 | 1.5
O=C(CN1CCN(Cc2ccccc2F)C1=O)N1CCCC1 | 2.6 | 0.1 | -2.0 | 1.4
COc1ccc(C2=NS(=O)(=O)N(C)C(C(=O)N3CCOCC3)=C2)cc1OC | 10.8 | 0.4 | 13.8 | -1.3
CCOC(=O)Cc1csc(NC(=O)CCCOc2ccc(CC)cc2)n1 | -3.2 | 0.2 | -6.8 | -1.2
COC(=O)c1cc2oc(C)cc2n1CC(=O)Nc1ccc(C)cc1Cl | 3.6 | 0.1 | 2.5 | -0.1
Cc1cc(C)cc(NS(=O)(=O)c2ccc3c(c2)OCCCO3)c1 | 4.4 | 0.2 | -0.2 | 1.6
CN(C(=O)c1ccc(Cl)cc1)c1ccccc1 | 9.7 | -0.1 | -9.4 | -1.2
COc1ccccc1C(c1nnnn1Cc1ccco1)N1CCN(c2ccc(F)cc2)CC1 (stereo not drawn) | -8.6 | 0.0 | 18.4 | 0.1
Cc1ccoc1C(=O)NCC1CC(Cc2ccc(F)cc2)=NO1 (stereo not drawn) | -8.4 | -0.1 | 17.0 | -0.4
O=C(Nc1cc(C(F)(F)F)ccc1Br)c1cc(I)ccc1Cl | -4.0 | 0.2 | 13.8 | 0.4
COc1ccc(S(=O)(=O)NCCSc2ccccc2)cc1Cl | 5.0 | -0.1 | -5.9 | -0.7
Cc1cccc(CN2CCN(C3CCCCC3)CC2)c1 | 1.2 | 0.0 | 33.7 | 1.0
CCOC(=O)c1cn(-c2ccccc2)nc1-c1ccc(OC)c(OC)c1 | -6.3 | -0.1 | 2.6 | 0.8
COc1ccc(-n2c(-c3ccccc3)cn3c4c(=O)[nH]c(=O)n(C)c4nc23)c(OC)c1 | -8.2 | -0.1 | -3.2 | 1.6
CCn1cc(/C=C(\NC(=O)c2ccc(OC)cc2)C(=O)N2CCN(C)CC2)c2ccccc21 | -0.6 | -0.3 | 4.7 | 2.4

Reformatted in markdown: entries from further up.
| smiles | TEAD-YAP inh | FBW7 activator | MITF inh | GPR151 ag |
| --- | --- | --- | --- | --- |
| O=C(CN1CCN(Cc2ccccc2F)C1=O)N1CCCC1 | 2.6 | 0.1 | -2.0 | 1.4 |
| Cc1cc(C)cc(NS(=O)(=O)c2ccc3c(c2)OCCCO3)c1 | 4.4 | 0.2 | -0.2 | 1.6 |
| COc1ccc(C(=O)Nc2ccc(NC(=O)c3ccccc3)cc2)cc1S(=O)(=O)N1CCOCC1 | 9.8 | -0.2 | 3.3 | 1.5 |
| COC(=O)c1cc2oc(C)cc2n1CC(=O)Nc1ccc(C)cc1Cl | 3.6 | 0.1 | 2.5 | -0.1 |
| CN(C(=O)c1ccc(Cl)cc1)c1ccccc1 | 9.7 | -0.1 | -9.4 | -1.2 |
| COc1ccccc1C(c1nnnn1Cc1ccco1)N1CCN(c2ccc(F)cc2)CC1 (stereo not drawn) | -8.6 | 0.0 | 18.4 | 0.1 |
| CCOC(=O)c1cn(-c2ccccc2)nc1-c1ccc(OC)c(OC)c1 | -6.3 | -0.1 | 2.6 | 0.8 |

Additional records follow:
SMILES | TEAD-YAP inh | FBW7 activator | MITF inh | GPR151 ag
COc1ccccc1C(=O)CN1CCN(S(=O)(=O)c2cc(Cl)ccc2Cl)CC1 | 7.3 | -0.1 | 12.1 | 0.0
Cc1nc2cc(-c3ccco3)[nH]n2c(=O)c1C | -3.2 | 0.3 | 8.5 | -1.6
COc1cccc(CNC(=O)C2(S(=O)(=O)c3ccc(C)cc3)CC2)c1 | -4.8 | -0.2 | -6.1 | 1.0
CN(C)Cc1nc2c(c(=O)[nH]1)C(C)(C)Cc1ccccc1-2 | 3.9 | 0.0 | 5.2 | -0.8
O=C(NC(c1ccccc1)c1ccccn1)c1ccc([N+](=O)[O-])cc1 (stereo not drawn) | 3.8 | 0.0 | 4.7 | 1.0
CC(C)(C)C(=O)COC(=O)c1ccc(I)cc1 | -8.7 | 0.1 | 2.9 | 2.4
CC1=C(C(=O)OCCc2ccccc2)C(c2ccncc2)C2=C(CCCC2=O)N1 (stereo not drawn) | -11.3 | 0.0 | 4.4 | -0.1
COc1cccc(OC)c1C(=O)Oc1ccc2c(=O)c(-c3ccccc3Cl)coc2c1 | 0.1 | -0.3 | 1.7 | -1.5
Nc1ccnc(Nc2cnccn2)n1 | -5.7 | 0.3 | -8.7 | 0.0
Cc1nnc(SCC(=O)NCc2ccccc2)[nH]c1=O | -4.1 | 0.0 | -5.7 | -0.2
COc1ccc2c(C)cc(SCC(=O)NCCc3ccc(OC)c(OC)c3)nc2c1 | 7.3 | 0.0 | 13.1 | -1.0
CCO/C(C)=C(\C#N)c1nc(-c2ccccc2)cs1 | -10.7 | 0.0 | -113.3 | -3.8
O=C(CCn1cccc1)Nc1cccc(F)c1 | 0.2 | 0.3 | -3.5 | -0.2
Cc1ccc(N2C3=C(C(=O)CC(C)(C)C3)C(c3ccc(F)c(Br)c3)C3=C2CC(C)(C)CC3=O)cc1C | 0.2 | -0.2 | -5.0 | 0.8
CCC1CCCCN1Cc1ccc(NC(C)=O)cc1 (stereo not drawn) | 2.5 | 0.1 | 5.4 | 0.9
CC(=O)c1cc(-c2ccccc2)n(CC(=O)NC(C)(C)C)c1C | 0.1 | 0.0 | 0.9 | 0.2
Cn1c(=O)[nH]c(=O)c2c1nc(SCc1ccccc1)n2Cc1ccc(Cl)cc1 | -4.0 | -0.1 | 2.7 | -0.6
Cc1ccc(C(C)C)c(OCc2nn3cc(-c4ccc(F)cc4)c4c3n2CCCC4)c1 | 4.1 | 0.0 | 19.5 | -0.1
CCOC(=O)c1sc2nc(SCC(=O)NCCc3ccccc3)n(CCC3=CCCCC3)c(=O)c2c1C | 6.0 | 0.1 | 14.7 | 1.2
COc1ccc2c(c1)OC1(C)CC2C(S(=O)(=O)c2ccc(C(C)C)cc2)C(=O)N1 (stereo not drawn) | -3.2 | -0.2 | 3.8 | 0.3
CCN1C(=O)CC(C(=O)Nc2ccc(OC)cc2)SC1=Nc1ccccc1 (stereo not drawn) | 5.2 | -0.1 | -0.2 | 1.0
CCCNc1nc(Nc2cc(OC)c(OC)c(OC)c2)nc2nc[nH]c12 | 39.1* | 0.4 | 16.4 | 0.5
Cc1ccccc1-n1nc2c(c1NC(=O)c1ccc(C(C)(C)C)cc1)CS(=O)(=O)C2 | -7.5 | -0.2 | 0.2 | 0.8
CCOc1ccc(S(=O)(=O)NC2CCCCC2)cc1 | 3.8 | 0.2 | 12.4 | 5.3*
CCOC(=O)CNc1c(-c2ccc(Cl)cc2)nc2c(C#N)c[nH]n12 | -1.4 | -0.1 | 0.8 | -1.3
COc1cc(NC(=O)c2nn3c(c2Br)NC(c2ccc(Br)o2)CC3C(F)(F)F)cc([N+](=O)[O-])c1 (stereo not drawn) | 21.8 | 1.0 | 9.1 | -1.2
CCOc1cccc(C2NC(=O)NC(C)=C2C(=O)OCCSCC)c1 (stereo not drawn) | 0.3 | 0.2 | 9.3 | 0.5
COc1ccc(/C=C2N=C(/C=C/c3ccc(Cl)cc3Cl)OC\2=O)cc1OC | 2.9 | 0.0 | -4.5 | -0.1
COc1ccccc1/C=N/NC(=O)c1ccccc1Br | -7.3 | 0.1 | 7.5 | 1.8
CC(C)(C)SCCNC(=O)CN(c1ccc(F)c(Cl)c1)S(C)(=O)=O | -23.7 | -0.2 | 0.6 | 1.0
CN(C)c1cc[n+](CC(=O)N2CCCc3ccccc32)cc1 | 1.1 | 0.3 | 20.4 | 2.3
CC(C)(C)CC[n+]1ccc(/C=N/O)cc1 | -5.3 | 0.1 | 11.2 | 0.2
COc1ccc(NC(=O)Cn2nnc(-c3ccccc3N)n2)cc1 | 0.6 | -0.2 | -12.3 | 2.5
NNC(=O)c1n[nH]c(=O)c2ccccc12 | 1.9 | 0.0 | -6.5 | 2.2
CN1CCN(CC(O)COc2ccc(Cl)cc2)CC1 (stereo not drawn) | 2.9 | 0.0 | 8.9 | 1.6
Cc1cc(C)n2nc(C(=O)OCC(=O)Nc3cc(Cl)cc(Cl)c3)nc2n1 | -3.7 | 0.0 | 4.6 | 0.0
Cc1cc(N)n(-c2nc(C)nc3sc4c(c23)CCC(C)C4)n1 (stereo not drawn) | -4.5 | 0.6 | -8.5 | -0.9
CCCSCCCNC(=O)C(C)n1nc(CC)n2c(cc3occc32)c1=O (stereo not drawn) | -7.2 | 0.0 | 10.9 | -1.1
CC1Cc2nc(SCC(=O)NCCc3ccccc3)n(C)c(=O)c2S1 (stereo not drawn) | 0.7 | 0.8 | 4.6 | -0.8
Cc1ccc(NC(=O)c2cccc([N+](=O)[O-])c2)cc1Cl | -15.3 | -0.1 | -18.3 | 1.4
CN(C)c1ccc(-c2ccc3ccccc3n2)cc1 | 75.8* | 0.8 | 4.6 | -7.0
CC(=O)Nc1ccc(S(=O)(=O)N2CCN(c3ccc([N+](=O)[O-])c(NCCc4ccccc4)c3)CC2)cc1 | 3.0 | 0.0 | -3.0 | 0.0
COc1ccc(-c2nnc(SCC(=O)Nc3ccc(C)cc3Br)n2N)cc1 | 4.0 | 0.0 | 3.5 | 2.2
O=c1[nH]cc(S(=O)(=O)Nc2ccc3c(c2)OCO3)c(=O)[nH]1 | -2.4 | 0.4 | 14.9 | 0.6
O=c1[nH]c(=O)n(Cc2ccccc2)c(O)c1C=Nc1ccc(N2CCOCC2)cc1 | 10.4 | 0.1 | -8.5 | 0.7
COC(=O)c1ccc(NC(=S)NCc2cccc(OC)c2)cc1 | -3.6 | -0.1 | -6.1 | -0.3
COc1ccc(CCC(=O)NCC2(O)CCCC2)cc1 | 8.9 | 0.1 | 7.8 | 0.2
Cn1c(N)c(C(=O)COC(=O)Cc2ccccc2[N+](=O)[O-])c(=O)n(C)c1=O | 0.1 | 0.0 | 6.5 | 0.4
COc1ccccc1NC(=O)Cc1c(C(=O)O)n(C)c2ccc(C)cc12 | 3.2 | -0.1 | 7.8 | 1.2
O=C1c2ccc3c4c(ccc(c24)C(=O)N1CCOc1ccccc1)C(=O)N(CCOc1ccccc1)C3=O | -12.3 | -0.1 | 4.8 | 0.4
CS(=O)(=O)c1cnc2ncnn2c1C1CCCN(C(=O)C2CCCO2)C1 (stereo not drawn) | 4.8 | -0.1 | 5.7 | 1.2
CCC(=O)N1CCc2cc(S(=O)(=O)NCCC(=O)NC3CCCCCC3)ccc21 | 13.5 | 0.9 | 17.8 | 0.0
N=c1c(C(=O)NC2CCCCC2)cc2c(=O)n3ccccc3nc2n1CCc1ccccc1 | -7.5 | 0.0 | 9.5 | -1.1
COC(=O)C1=CN(Cc2ccccc2)C=C(C(=O)OC)C1c1ccc(Br)cc1 | -4.8 | 0.4 | -3.8 | -0.2
COC(=O)c1ccc(OCC2c3cc(OC)c(OC)cc3CCN2C(=O)Cc2ccc(OC)c(OC)c2)cc1 (stereo not drawn) | -3.4 | 0.0 | 14.1 | -1.3
COc1ccc(OCCCC(=O)Nc2sc3c(c2C(N)=O)CCCC3)cc1 | 3.8 | 0.3 | 0.5 | 0.7
O=c1c2ccccc2c(C=NCCO)c(O)n1-c1cccc(C(F)(F)F)c1 | 3.1 | -0.2 | 1.0 | 3.6
C=CCn1c(=NC(=O)c2ccc(S(=O)(=O)N(C)C)cc2)sc2cccc(OCC)c21 | 2.1 | -0.5 | -6.8 | 4.4
CC(C)(C)n1nnnc1CN1CCCC1 | -8.8 | -0.1 | 0.7 | -0.4
O=C(CS(=O)CC(=O)Nc1ccccc1-c1ccccc1)Nc1ccc(F)cc1 (stereo not drawn) | -5.5 | 0.0 | -8.5 | 1.5
(more compounds)
SMILES | TEAD-YAP inh | FBW7 activator | MITF inh | GPR151 ag
Cc1cc(C)c(O)c(CN2CCOCC2)c1 | 6.1 | -0.1 | 9.9 | 2.1
Cc1cc(C)c2c(=O)[nH]c(SCC(=O)c3ccccc3)nc2n1 | -0.8 | 0.1 | -5.4 | 2.8
CC(=O)N1CCC(C(=O)NCc2nc(NCCCc3ccccc3)c3ccccc3n2)CC1 | 14.9 | 0.1 | 11.5 | -1.5
C=C(C)C(=O)Oc1cccc(N2C(=O)c3cccc([N+](=O)[O-])c3C2=O)c1 | -4.9 | 0.2 | 13.0 | 0.3
CCOC(=O)c1oc2ccccc2c1NC(=O)c1ccccc1OCC | 53.3* | 0.2 | 6.9 | -0.3
COc1ccc2c(c1)c(CC(=O)Nc1ccc(NC(C)=O)cc1)c(C)n2C(=O)c1ccc(Cl)cc1 | . | . | -8.2 | 6.2*
O=C(CC1CSc2nc3c(cnn3-c3ccccc3)c(=O)n21)NCC1CCCO1 (stereo not drawn) | 16.4 | 0.0 | 2.7 | -1.1
CCC(=O)NNC(=O)CSc1nc(-c2ccccc2)cc(=O)[nH]1 | 5.4 | -0.1 | -10.5 | 0.4
COc1cc(N2Cc3ccccc3C2)ccc1C=O | -52.5 | 0.3 | 19.9 | -2.0
